TRPC4 PAM – positive allosteric modulators of TRPC4, primary screen, cell-based, mouse TRPC4beta, HEK293 mu-opioid, Fluo-4 calcium; B-score at 10 µM; DAMGO EC20, Fluo-4 Ca2+ flux; hits give high values; 310,000 compounds, 0.42% hits;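 active means B-score of calcium response area above 5 SD of library B-scores, with initial fluorescence ratio within 5 SD of library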;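 further: B-score of integrated fluorescence ratio over time as area under calcium response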
KCNK3 block – human KCNK3 channel inhibitors, primary screen, CHO cells, FluxOR thallium flux, B-score. Potassium channel subfamily K member 3 (Homo sapiens), O14649. FluxOR fluorescence; hits give low values. B-score at 10 µM. 340,000 compounds, 0.84% hits. AID 602410, 2012;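 active means B-score under library mean minus 4 SD, starting fluorescence ratio at most library mean plus 5 SD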;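 further: more negative B-score means stronger inhibition of thallium flux through KCNK3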
TRPC4 act – activators of mouse TRPC4 channel, primary screen, Fluo4 calcium, HEK293 TRPC4beta/mu-opioid cells. 310,000 compounds, 0.49% hits. AID 2237, 2010. B-score at 10 µM. Fluo4 calcium fluorescence; hits give high values. Short transient receptor potential channel 4 (Mus musculus), Q9QUQ5;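 active means B-score above 5 SD of library B-scores, and initial fluorescence ratio not above library mean plus 5 SD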;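 further: positive B-score marks a calcium rise read as TRPC4 activation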
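Assay system: HEK293 stable line with TRPC4beta plus mu-opioid receptor. Times: dye 45 min RT, read 110 s. Measured by: kinetic Fluo4 calcium fluorescence. Measure: B score of integrated ratio. Controls: assay buffer as low control, maximal DAMGO as high control.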
TMEM16A inh – TMEM16A chloride channel inhibitors, primary screen, cell-based, HTS | HEK293 TMEM16A/YFP iodide influx fluorescence, ionomycin | Anoctamin-1 (Mus musculus), Q8BHY3 | 310,000 compounds, 1.2% hits | normalized B-score (activity score, 25-100; higher = stronger inhibition) at 10 µM;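 active means ratio plate-corrected score three or more library SD toward inhibition, starting fluorescence score within five deviations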;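 further: score derived from kinetic fluorescence span divided by baseline fluorescence per well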
Target sequence (Q8BHY3 whole entry, looked up): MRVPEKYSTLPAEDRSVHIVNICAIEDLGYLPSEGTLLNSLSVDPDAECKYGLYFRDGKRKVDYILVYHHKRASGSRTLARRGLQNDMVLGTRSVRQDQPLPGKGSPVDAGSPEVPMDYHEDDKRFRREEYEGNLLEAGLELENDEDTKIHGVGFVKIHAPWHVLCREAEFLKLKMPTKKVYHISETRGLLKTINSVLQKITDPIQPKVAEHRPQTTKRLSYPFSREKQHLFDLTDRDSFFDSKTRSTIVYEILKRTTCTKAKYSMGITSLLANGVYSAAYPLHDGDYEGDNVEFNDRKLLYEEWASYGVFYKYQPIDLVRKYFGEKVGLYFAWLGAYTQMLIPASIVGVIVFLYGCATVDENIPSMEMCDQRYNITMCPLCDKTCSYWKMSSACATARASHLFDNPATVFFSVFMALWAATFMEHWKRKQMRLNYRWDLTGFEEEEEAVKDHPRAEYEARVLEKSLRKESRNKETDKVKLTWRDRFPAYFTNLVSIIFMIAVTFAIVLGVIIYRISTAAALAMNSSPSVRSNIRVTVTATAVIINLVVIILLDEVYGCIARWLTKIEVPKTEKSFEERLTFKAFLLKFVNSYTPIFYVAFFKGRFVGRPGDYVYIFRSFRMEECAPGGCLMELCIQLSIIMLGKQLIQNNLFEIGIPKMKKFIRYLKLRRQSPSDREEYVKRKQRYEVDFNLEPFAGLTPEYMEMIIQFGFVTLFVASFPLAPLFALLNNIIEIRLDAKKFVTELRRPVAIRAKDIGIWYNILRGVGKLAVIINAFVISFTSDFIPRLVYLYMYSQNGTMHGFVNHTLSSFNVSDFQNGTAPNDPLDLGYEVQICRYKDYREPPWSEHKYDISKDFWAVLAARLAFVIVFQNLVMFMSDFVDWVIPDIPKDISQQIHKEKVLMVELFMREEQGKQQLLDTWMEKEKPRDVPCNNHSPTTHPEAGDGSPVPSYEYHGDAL
KCNQ1 block – inhibitors of human KCNQ1 channel, primary screen, cell-based, thallium flux, high-throughput. B-score at 10 µM. 310,000 compounds, 1.3% hits. AID 2642, 2010. CHO-K1 KCNQ1, FluxOR thallium flux fluorescence; hits give high values;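 active means compounds whose thallium flux B-score, printed positive for inhibition, exceeds three library SD while starting fluorescence stays within three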;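 further: channel opened by potassium depolarization with thallium stimulus after 20 min compound exposure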
KCNK9 block – KCNK9 potassium channel inhibitors, primary screen, HEK293 cells, thallium flux; Potassium channel subfamily K member 9 (Homo sapiens), Q9NPC2; FluxOR thallium flux fluorescence; hits give low values; B-score at 10 µM; 310,000 compounds, 1.2% hits; AID 488922, 2010;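 active means ratio B-score over 3 SD below the library mean, with starting fluorescence within 5 SD of its mean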;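 further: negative B-score means less thallium flux so channel inhibition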
DYRK1A inh – rat Dyrk1A kinase inhibitors, primary screen, biochemical, single point, plate reader | ADP-Glo luminescence, NFATc1 peptide | inhibition, % at 12.5 µM | 310,000 compounds, 0.43% hits | AID 504441, 2011; in the data active means inhibition above about 50%;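 further: plate controls were vehicle with enzyme for no effect and no enzyme for full effect; many of its hits are not listed in these tables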
KCNQ1 pot – potentiators or activators of KCNQ1 channel, primary screen, cell-based, thallium flux, high-throughput; Potassium voltage-gated channel subfamily KQT member 1 (Homo sapiens), P51787; CHO-K1 KCNQ1, thallium flux FluxOR fluorescence; hits give high values; B-score at 10 µM; 310,000 compounds, 0.35% hits;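 active means fluorescence ratio B-score, a plate-corrected score, at least three library SD, with initial intensity B-score within 5 SD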
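System: CHO-K1 cells stably expressing KCNQ1 / Medium: assay buffer for compound exposure, DMSO matched across wells / Reagent: thallium- and potassium-containing depolarizing buffer / Compound: one concentration, matched DMSO / Incubation: 20 min compound pretreatment at room temperature / Measured by: kinetic FluxOR fluorescence, 10 s baseline plus 110 s post-stimulus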
hERG rescue – hERG rescue from dofetilide block, primary screen, cell-based, CHO-hERG, FluxOR thallium flux, dofetilide IC70 | Voltage-gated inwardly rectifying potassium channel KCNH2 (Homo sapiens), Q12809 | dofetilide IC70 present | AID 1511, 2009 | 310,000 compounds, 0.51% hits | activation (rescue from dofetilide block), less the hit threshold, % at 10 µM;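 active means activation above the mean of controls blocked by dofetilide plus 5 SD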;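 further: thallium influx through hERG after potassium depolarization seen as dye fluorescence rise; in these data hits start at about 4.7%; inactives centre near -7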
HDAC3 inh – HDAC3 deacetylase inhibitors, primary screen, biochemical, fluorescence, cell-free homogeneous. Histone deacetylase 3 (Homo sapiens), O15379. recombinant HDAC3, fluorogenic peptide/trypsin coupled. inhibition, % at 8.3 µM. 320,000 compounds, 0.15% hits. AID 2718, 2010; in the data active means inhibition above about 26%, passing the limit was not always enough
TMEM16A act – TMEM16A chloride channel activators or potentiators, primary screen, cell-based, HTS. Anoctamin-1 (Mus musculus), Q8BHY3. B-score at 10 µM. 340,000 compounds, 0.3% hits. HEK293 TMEM16A/YFP-H148Q/I152L, iodide quench fluorescence; hits give low values;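 active means fluorescence-ratio B-score plate-corrected deviation score at least 3 library SD below zero, with starting fluorescence score within 5 deviations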;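 further: channel opened by trigger with iodide after compound preincubation; score built on the fluorescence ratio of max minus min over baseline; more negative score means more quench and so TMEM16A activation or potentiation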
An asterisk follows results filed as active; i = inactive; nt = no result given. Some of the compounds tested; count on the stated rates, not on these rows.

molecule	TRPC4 PAM	KCNK3 block	TRPC4 act	TMEM16A inh	KCNQ1 block	KCNK9 block	DYRK1A inh	KCNQ1 pot	hERG rescue	HDAC3 inh	TMEM16A act
Cn1cnnc1Sc1cc(N2CCN(S(=O)(=O)c3ccccc3)CC2)ccc1[N+](=O)[O-]	i	i	i	i	i	i	-2.3	i	-6.5	6.3	i
Cc1c(C(=O)O)cccc1-n1c(C)cc(/C=N/NC(=O)c2cc3ccccc3o2)c1C	i	i	i	i	i	i	1.6	i	-3.0	5.4	i
CN1CCN(C(=O)c2ccccc2NC(=O)COc2ccccc2Cl)CC1	i	i	i	i	i	i	0.1	i	-10.0	-19.0	i
COc1ccc(Cc2nnc(NC(=O)c3ccccc3F)s2)cc1	i	i	i	i	i	i	nt	i	-2.2	8.3	i
CC#CC(=O)N1CCCC(Cc2cccc(OC)c2)(C(=O)OCC)C1 (centres undefined)	i	i	i	i	i	i	-0.2	i	-7.0	0.2	i
Cn1c(SCC(=O)c2ccc3c(c2)OCO3)nnc1C1COc2ccccc2O1 (centres undefined)	i	i	i	i	i	i	-7.6	i	-16.0	5.2	i
Cc1csc(NC(=O)Nc2ccc(Cl)cc2)n1	i	i	i	i	i	i	-2.7	i	-13.4	6.3	i
OCCNC(=S)Nc1cccc(Cl)c1Cl	i	i	i	i	i	i	nt	i	-5.4	-14.9	i
COc1cc(/C=C2\SC(=S)N(CCC(=O)N3CCCCC3)C2=O)cc(OC)c1OC	i	i	i	i	i	i	-3.1	i	-9.4	-8.5	i
N#Cc1ccc(C(=O)NC2CCCCCCC2)cc1	i	i	i	i	i	i	-1.7	i	-8.1	-5.0	i
COc1cccc(OC)c1C(=O)Nn1c(-c2cccc(C)c2)nc2ccccc2c1=O	i	i	i	i	i	i	-0.1	i	-3.6	10.0	i
O=C1CCC(=O)N1CNc1cccnc1	i	i	i	i	i	i	-4.3	i	-7.8	-0.3	i
CCc1ccc(NC(=S)N(CCC(C)C)C2CCN(C(C)=O)CC2)cc1	i	i	i	i	i	i	-2.3	i	-4.5	0.8	i
CC(N=C1CC(C)(C)CC(=O)/C1=C(/O)CCCN1C(=O)c2ccccc2C1=O)C(=O)O (centres undefined)	i	i	i	i	i	i	1.1	i	-5.9	0.3	i
CN1N=C(C(C)(C)C)CSC1=Nc1ccccc1	i	i	i	i	i	i	-2.2	i	-8.0	1.1	i
O=C(N/N=C/c1cccs1)c1cccc(S(=O)(=O)Nc2ccc(Cl)cc2)c1	i	i	i	i	i	i	-1.3	i	-6.2	4.0	i
COc1cc(/C=N/Nc2nc(Nc3ccccc3)nc(N3CCOCC3)n2)ccc1OC(=O)c1ccco1	i	i	i	i	i	i	-1.7	i	-14.6	7.8	i
Cc1c(OCC(=O)N2CCC(C(=O)O)CC2)ccc2c3c(c(=O)oc12)CCC3	i	i	i	i	i	i	-2.3	i	-2.6	-11.1	i
Cc1ccc(S(=O)(=O)c2nnn3c2nc(N2CCCCC2)c2ccccc23)cc1	i	i	i	i	i	i	-4.6	i	-6.1	2.2	i
CC(=O)Nc1ccc(C(=O)N2CCCc3ccccc32)cc1	i	i	i	i	i	i	9.2	i	-3.9	-0.3	i
Cc1ccc(C(=O)C(C)Oc2ccc3ccc(=O)oc3c2)cc1 (centres undefined)	i	i	i	i	i	i	-3.1	i	-6.7	0.0	i
O=C(COc1ccccc1)Nc1cc(Cl)ccc1Cl	i	i	i	i	i	i	-4.1	i	-9.1	-7.4	i
O=C1c2cccc3c([N+](=O)[O-])ccc(c23)C(=O)N1c1nccs1	i	i	i	i	i	i	1.5	i	-24.3	2.4	i
CCOC(=O)c1c(N)sc2c(O)c(Br)ccc12	i	i	i	i	i	i	2.1	i	-11.4	1.8	i
Cc1ccc(CNC(=O)c2ccc(N3CCC4(CC3)CC(c3cccc(Br)c3)=NO4)c(NC(=O)c3c(Cl)cccc3Cl)c2)cc1	nt	i	nt	i	nt	nt	4.6	nt	nt	9.5	i
CCOC(=O)CNc1c(-c2ccc(F)cc2)nc2cnccn12	i	i	i	i	i	i	9.0	i	-2.4	-18.9	i
O=C(CNc1cc(S(=O)(=O)N2CCCC2)ccc1OCC(F)(F)F)Nc1cccc(C(F)(F)F)c1	i	i	i	i	i	i	-1.0	i	-10.5	-10.1	i
O=C(NNS(=O)(=O)c1ccccc1)C1CCN(S(=O)(=O)c2ccc(Cl)cc2)CC1	i	i	i	i	i	i	0.1	i	-11.9	0.7	i
Cc1cc(Nc2nc3c(c(=O)n(C)c(=O)n3C)n2C)n(-c2ccc(Cl)cc2)n1	i	i	i	i	i	i	2.2	i	-1.9	4.6	i
COc1ccc(CCN2CC(C(=O)N(C)Cc3ccc(C)o3)CCC2=O)cc1 (centres undefined)	i	i	i	i	i	i	3.6	i	-7.0	-12.7	i
CNc1nc(-c2ccccc2)nnc1C(F)(F)F	i	i	i	i	i	i	-6.8	i	-10.2	0.3	i
c1ccc(N2CCN(c3nc4ccccc4n4nnnc34)CC2)cc1	i	i	i	i	i	i	7.0	i	-12.9	-11.1	i
COC(=O)c1ccc(NC(=S)NCC2CC2)cc1	i	i	i	i	i	i	0.5	i	-20.2	0.5	i
Cc1ccc(NC(=O)C2C3C=CC4(CN(Cc5cccnc5)C(=O)C24)O3)cc1 (centres undefined)	i	i	i	i	i	i	-1.3	i	-7.8	6.1	i
CC1C(=O)N2CCCc3cc(NC(=O)C4CC4)cc1c32 (centres undefined)	i	i	i	i	i	i	-2.1	i	-6.5	0.5	i
O=C(c1ccco1)c1coc2c1cc(O)c1ccccc12	i	i	i	i	i	i	4.8	i	-13.9	2.7	i
CC1(C)C2CCC1(C)C(Nc1ccccc1)C2 (centres undefined)	i	i	i	i	i	i	0.8	i	-11.0	nt	i
CC(=O)Nc1cccc(NC(=O)Nc2ccc(F)cc2F)c1	i	i	i	i	i	i	-2.2	i	-5.5	-3.6	i
CCNC(=O)CC1C(=O)N(c2ccc(OC)cc2)C(=O)N1Cc1ccc(OC)cc1 (centres undefined)	i	i	i	i	i	i	-1.5	i	-4.3	-1.3	i
O=C1CCC(C(=O)N2CCSCC2)CN1CCc1ccccc1 (centres undefined)	i	i	i	i	i	i	-5.3	i	-8.8	-1.4	i
Cc1nnc(NC(=O)CSc2nnc(CCc3nc4ccccc4[nH]3)n2C)s1	i	i	i	i	i	i	3.8	i	-15.8	4.5	nt
COc1cccc(/C=N/NC(=O)CNC(=O)c2ccc(S(=O)(=O)N3CCCC3)cc2)c1OC	i	i	i	i	i	i	4.3	i	-5.1	-5.5	i
Cc1cccc(N(CC(=O)NCc2ccc(F)cc2)C(=O)c2csnn2)c1C	i	i	i	i	i	i	-3.0	i	-19.5	3.9	i
CCOc1ccc(C(=O)NCC2CCCO2)cc1 (centres undefined)	i	i	i	i	i	i	-1.2	i	-9.6	4.7	i
O=C(CSc1nc(O)c(C2CCCCC2)c(=O)[nH]1)NCC1CCCO1 (centres undefined)	i	i	i	i	i	i	5.9	i	-14.2	-5.1	i
CCn1c(=NC(=O)CS(=O)(=O)c2ccc(C)cc2)sc2cccc(OC)c21	i	i	i	100*	i	i	0.7	i	-11.7	-0.8	i
CCOc1ccc(C(C)=O)cc1COC(=O)c1cc([N+](=O)[O-])ccc1N1CCOCC1	i	i	i	i	i	i	5.8	i	-12.6	-1.0	i
CC(=O)Oc1ccc(/C=C2\N=C(C3CCCCC3)OC2=O)cc1	i	i	i	i	i	i	nt	i	-10.8	-3.7	i
COc1cccc2sc(Nc3nc4ccc(NC(C)=O)cc4s3)nc12	i	i	i	i	i	i	-9.2	i	-13.7	-13.5	i
C/C=C/c1ccc(OCC(O)CN2CCCCCCC2)c(OC)c1 (centres undefined)	i	i	i	i	i	i	nt	i	-17.4	-1.9	i
CCOC(=O)Cc1csc(NC(=S)NC(=O)c2cc(OC)c(OC)c(OC)c2)n1	i	i	i	i	i	i	2.0	i	-16.8	4.9	i
CCCOc1ccc(Br)cc1CSC(=N)N	i	i	i	25*	9*	i	8.4	i	-16.0	-2.0	i
CCN1CCc2nc3ccccc3c(C(=O)Nc3ccc(C#N)cc3)c2C1	i	i	i	i	i	i	0.3	i	-10.5	0.2	i
O=C(Oc1cccc(Cl)c1)N1CCOCC1	i	i	i	i	i	i	-0.5	i	-0.6	-4.6	i
Cc1csc(=O)n1CCC(=O)OCC(=O)Nc1ccc(Cl)cn1	i	i	i	i	i	i	6.5	i	-11.7	3.0	i
O=C(CCC(=O)c1ccc(F)cc1)Nc1cccc(S(=O)(=O)Nc2cccc(Cl)c2)c1	i	i	i	i	i	i	-1.5	i	-4.7	5.3	i

The list goes on:
molecule	TRPC4 PAM	KCNK3 block	TRPC4 act	TMEM16A inh	KCNQ1 block	KCNK9 block	DYRK1A inh	KCNQ1 pot	hERG rescue	HDAC3 inh	TMEM16A act
COc1cc(C(=O)NCc2nnc(SCC(=O)Nc3nc4ccc(C)cc4s3)o2)cc(OC)c1OC	i	i	i	i	i	i	-1.0	i	3.5	-3.0	i
Cc1cccc(-n2ncc3c(NCCc4ccc(S(N)(=O)=O)cc4)ncnc32)c1	i	i	i	i	i	i	13.2	i	-13.2	-13.4	i
COC(=O)c1sccc1NC(=O)Nc1cccc([N+](=O)[O-])c1	i	i	i	i	i	i	-5.3	i	-11.2	-2.0	i
Cc1ccc([N+](=O)[O-])cc1S(=O)(=O)N(C(=O)c1ccncc1)c1ccc2oc3c(c2c1)CCCC3	i	i	i	i	i	i	1.5	i	-7.0	-1.6	i
CCOc1ccccc1N(CC(=O)Nc1c(C)n(C)n(-c2ccccc2)c1=O)S(=O)(=O)c1ccccc1	i	i	i	i	i	i	-0.8	i	-8.6	9.4	i

High-throughput results (PubChem BioAssay)
